PKA-R2B act: activators of PKA-R2B holoenzyme, primary screen, biochemical, fluorescence polarization, Cy5-IP20, human | cAMP-dependent protein kinase catalytic subunit beta (Homo sapiens) + cAMP-dependent … | PKA-R2B holoenzyme dissociation; R2B truncated from residue 108, S112A mutant; 0% DMSO only, 100% 113 µM cGMP | activation, % at 11.4 µM | actives 0.079% (n = 340,000) | AID 504700, 2011;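 active means activation above a cutoff set at the mean over all compounds plus 3 SD, cut at about 18% in these data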;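 further: higher means more holoenzyme dissociation and a rise in polarization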
Target sequence (P31323 whole entry, looked up, other chains not shown, the tested form may be a part): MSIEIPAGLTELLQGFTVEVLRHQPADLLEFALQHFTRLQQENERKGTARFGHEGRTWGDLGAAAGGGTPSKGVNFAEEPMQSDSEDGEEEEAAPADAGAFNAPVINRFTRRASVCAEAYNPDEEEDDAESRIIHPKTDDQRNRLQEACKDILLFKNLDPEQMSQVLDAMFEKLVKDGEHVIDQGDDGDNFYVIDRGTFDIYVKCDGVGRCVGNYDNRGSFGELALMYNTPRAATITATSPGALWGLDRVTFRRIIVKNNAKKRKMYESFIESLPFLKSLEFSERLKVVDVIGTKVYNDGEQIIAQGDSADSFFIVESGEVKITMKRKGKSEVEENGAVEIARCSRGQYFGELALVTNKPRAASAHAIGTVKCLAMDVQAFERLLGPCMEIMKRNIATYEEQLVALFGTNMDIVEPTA
RTF Ca sens inh: cardiac RTF calcium sensitivity inhibitors, primary screen, biochemical, IANBD-TnC fluorescence, EC70 calcium. AID 493244, 2011. actives 0.12% (n = 340,000). Troponin I, cardiac muscle (Homo sapiens) + Troponin T, cardiac muscle (Homo sapiens) + …. IANBD-labeled cardiac RTF, Ca2+ fluorescence. inhibition, % at 7.15 µM;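 active means inhibition above the mean inhibition of all tested compounds plus 3 SD, cut at about 17% in these data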;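 further: assay run at fixed EC70 calcium of 1.6 mM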
SR-BI DiI-HDL act: activators of SR-BI mediated DiI-HDL uptake, primary screen, ldlA[mSR-BI] CHO cells, DiI fluorescence; 3 h; 100 = double the neutral-control signal; activation, % at 12.5 µM; actives 0.096% (n = 320,000); AID 504775, 2011;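 active means mean replicate activation of at least 60% and every replicate at or above 60%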;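 further: 0% = median plate neutral-control signal and 100% = twice that signal; values of inactives mirror those of a sister screen read the other way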
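Test system: SR-BI-overexpressing, LDLR-lacking CHO cells; Medium: Ham's F12 with 0.5% BSA, HEPES 25 mM, pH 7.4; Schedule: 3 h, 37 °C; Technique: bottom-read fluorescence, 550/595 nm.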
NSD2 inh: NSD2 histone methyltransferase inhibitors, primary screen, biochemical, AlphaScreen, single concentration, set 2. Histone-lysine N-methyltransferase NSD2 (Homo sapiens), O96028. NSD2 peptide methylation, 120 min. inhibition, % at 12.5 µM. actives 0.54% (n = 310,000). AID 743445, 2014; in the data active means inhibition above about 50%
SR-BI DiI inh: inhibitors of SR-BI mediated HDL lipid uptake, primary screen, ldlA[mSR-BI] cells, fluorescence, single point; Scavenger receptor class B member 1 (Mus musculus), Q61009; ldlA[mSR-BI] CHO cells, DiI-HDL uptake fluorescence, 3 h; inhibition, % at 12.5 µM; actives 0.96% (n = 320,000); AID 488896, 2010;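 active means mean replicate inhibition of at least 70% and a set share of replicates each scoring 70 or more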;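 further: 0% = median of neutral control wells and 100% = median of positive control wells; values of inactives mirror those of a sister screen read the other way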
DAGLB inh: DAGLB lipase inhibitors, primary screen, biochemical, fluorescence, HTS; AID 504411, 2011; actives 0.059% (n = 340,000); HEK293T DAGLB membrane lysate, EnzChek fluorogenic substrate; Diacylglycerol lipase-beta (Homo sapiens), Q8NCG7; inhibition, % at 5.17 µM; in the data active means inhibition above about 34%;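 further: 0% = enzyme with vehicle and 100% = wells lacking enzyme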
Target sequence (Q8NCG7 whole entry, looked up): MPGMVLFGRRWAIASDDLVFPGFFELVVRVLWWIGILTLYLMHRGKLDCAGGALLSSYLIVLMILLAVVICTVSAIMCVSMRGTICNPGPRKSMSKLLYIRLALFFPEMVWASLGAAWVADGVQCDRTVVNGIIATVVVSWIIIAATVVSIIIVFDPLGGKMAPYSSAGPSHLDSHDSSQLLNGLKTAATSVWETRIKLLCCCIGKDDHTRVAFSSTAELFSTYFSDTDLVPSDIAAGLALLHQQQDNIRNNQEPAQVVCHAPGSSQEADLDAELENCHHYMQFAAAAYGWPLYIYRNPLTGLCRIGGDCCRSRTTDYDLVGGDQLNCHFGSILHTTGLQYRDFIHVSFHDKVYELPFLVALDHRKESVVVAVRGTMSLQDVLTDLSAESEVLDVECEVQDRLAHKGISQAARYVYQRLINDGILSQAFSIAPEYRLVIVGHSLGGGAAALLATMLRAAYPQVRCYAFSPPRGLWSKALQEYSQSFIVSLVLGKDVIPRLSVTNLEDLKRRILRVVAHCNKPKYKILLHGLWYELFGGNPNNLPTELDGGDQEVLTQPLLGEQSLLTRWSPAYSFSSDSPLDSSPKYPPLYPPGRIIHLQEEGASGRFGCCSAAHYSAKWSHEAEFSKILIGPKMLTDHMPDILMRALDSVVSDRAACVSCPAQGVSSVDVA
C-LANA FP: inhibitors of KSHV C-LANA binding to DNA, primary screen, biochemical, fluorescence polarization, FAM-LBS DNA, MBP-C-LANA, single point; actives 0.078% (n = 340,000); Kaposi's sarcoma herpesvirus LANA C-terminal domain (residues 932-1162) DNA binding; inhibition, % at 9 µM;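 active means highest replicate inhibition at or above 60% at 9 µM, even if other replicates fall short; inactive means all replicates below 60% inhibition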;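 further: 0% = neutral control wells and 100% = 4 µM acridine orange control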
Keap1-Nrf2 PPI: Keap1-Nrf2 protein-protein interaction inhibitors, primary screen, biochemical, fluorescence polarization, single point. Kelch-like ECH-associated protein 1 (Homo sapiens), Q14145. Keap1 Kelch-Nrf2 peptide fluorescence polarization, 1536-well. inhibition, % at 9.4 µM. actives 0.15% (n = 340,000). AID 504523, 2011; in the data active means inhibition above about 12%;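 further: human Keap1 Kelch domain with fluorescein labeled Nrf2 9mer peptide probe; 0% = neutral control wells and 100% = peptide positive control; higher means more block of Keap1 binding to Nrf2 peptide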
PvdQ acylase: P. aeruginosa PvdQ acylase inhibitors, primary screen, biochemical, fluorescence, plate reader and imaging, single point; purified PvdQ acylase; AID 488965, 2010; PvdQ acylase [Pseudomonas aeruginosa LESB58]; actives 0.063% (n = 340,000); inhibition, % at 10 µM; in the data active means inhibition above about 30%, passing the limit was not always enough;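 further: 0% = vehicle neutral wells and 100% = reference inhibitor wells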
Arr AP2 block: inhibitors of beta-arrestin/AP2 binding, primary screen, biochemical, GPCR trafficking, flow cytometry; beta-arrestin 1 C-terminal peptide binding to AP2 beta2-adaptin appendage (human); inhibition, % at 10 µM; FITC-arrestin peptide / GST-AP2 beads; AP2 beta2 appendage carries R879A mutation; actives 0.31% (n = 340,000);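 active means inhibition above a set limit, near 3 SD of compounds lacking own fluorescence, cut at about 54% in these data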;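 further: plate controls were DMSO wells for no effect and 5 µM unlabelled arrestin peptide for full effect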
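Test system: GST-tagged AP2 beta2-adaptin appendage (R879A) on 4 µm glutathione beads; also added: fluorescein-tagged arrestin peptide at 50 nM final; timing: 12 min plus 1 h, RT; signal: flow cytometry, FL1 (488/535 nm); read-out: percent drop in bead-associated FITC signal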
An asterisk follows results filed as active; · = not tested or not shown.

SMILES	PKA-R2B act	RTF Ca sens inh	SR-BI DiI-HDL act	NSD2 inh	SR-BI DiI inh	DAGLB inh	C-LANA FP	Keap1-Nrf2 PPI	PvdQ acylase	Arr AP2 block
CC(=O)c1cccc(NC(=O)NNC(=O)CCC(=O)Nc2ccc(C)c(C)c2)c1	-7.3	-10.3	19.1	-1.6	-19.1	2.3	-0.4	-4.3	-6.8	-11.5
Cn1c(=O)c2c(nc(CN3CCN(c4ccccc4)CC3)n2Cc2ccccc2Cl)n(C)c1=O	10.5	-5.9	3.9	-0.1	-3.9	-1.3	-0.6	-1.6	-18.1	14.7
O=C(Nc1ccc(Cl)c(Cl)c1)C1CCCCC1	8.3	-10.7	-7.4	·	7.4	-7.0	-0.6	2.0	-12.8	1.5
CSc1nc(-c2ccccc2)c(-c2ccccc2)[nH]1	2.3	1.1	18.2	-2.0	-18.1	-1.9	0.2	1.4	-12.3	-3.5
COc1ccc2c(c1)c1nc(SCC(C)C)n(CCO)c(=O)c1n2C	-2.7	-7.1	20.7	·	-20.7	0.8	-0.4	-7.8	-15.1	-5.2
CC(=O)c1cc(-c2ccccc2)n(CC(=O)Nc2cccc(C)c2)c1C	0.6	-1.3	11.0	27.1	-11.0	-2.2	2.0	1.7	-4.3	-4.8
CCOC(=O)c1nnn(-c2nonc2N)c1-c1ccc(C)cc1	1.7	2.8	46.8	-3.3	-46.8	-0.1	-1.0	0.5	-14.5	10.1
CCCCCC(=O)N1CCN(S(=O)(=O)c2ccc3c(c2)OCCO3)CC1	-4.6	1.6	21.5	0.2	-21.5	-3.0	1.3	-5.7	-10.1	-12.8
COc1ccccc1C(=O)Nc1cc(C)ccc1NC(=O)c1ccco1	-9.5	1.9	8.2	-0.2	-8.2	-2.9	0.3	-1.2	5.6	-6.0
CCNC(=O)Cn1c(=O)c2c(ncn2Cc2ccccc2)n(Cc2ccccc2)c1=O	6.7	-7.1	2.5	0.0	-2.4	-0.5	1.0	8.7	2.6	6.7
COC(=O)/C=C\C(C#N)(C#N)N=Cc1ccc(OC)cc1	5.5	-16.3	3.8	-0.9	-3.8	0.4	1.7	3.3	0.7	24.1
Cc1ccc(-c2n[nH]c(=O)c3ccccc23)cc1S(=O)(=O)NCCO	-4.1	-9.4	-7.6	1.2	7.6	1.1	-0.5	-3.7	-10.3	3.3
O=C(CCCN1C(=O)/C(=C/c2cccs2)SC1=S)Nc1cccc(C(=O)O)c1	-6.8	-3.0	-4.5	-3.1	4.5	2.8	-0.8	-3.1	-10.6	-8.1
O=C(CC1SCCNC1=O)Nc1ccc(Cl)cc1 (configuration not stated)	-4.6	5.6	8.5	-0.8	-8.5	1.0	2.9	-8.7	-15.4	-3.7
Cc1cc(=O)[nH]c(N/N=C/c2ccc(Cl)c([N+](=O)[O-])c2)n1	1.4	-4.2	·	8.2	·	-0.6	-0.1	-0.8	-4.0	-0.3
Cc1oc2c(c(C)cc3oc(=O)c(CC(=O)N[C@@H](CC(C)C)C(=O)O)c(C)c32)c1C	0.0	0.8	-18.1	4.3	18.1	7.1	-5.0	-1.2	5.2	2.1
COC(=O)NNC(=O)C1CCC(C(=O)NNC(=O)OC)CC1 (configuration not stated)	-6.9	-6.9	-3.3	-1.6	3.3	-0.2	-0.4	-3.2	2.0	11.1
CCN1C(=O)C(=O)N(Cc2ccc(OC)c(F)c2)C1=O	-1.2	0.8	3.6	-2.3	-3.6	-1.7	2.6	-6.9	13.5	6.4
CC(C)CC(=O)Nc1cc2c3c(c1)C(C)C(=O)N3CCC2 (configuration not stated)	1.2	-1.0	·	2.1	12.2	-0.1	0.6	2.3	-0.8	46.8
Cc1ccc(S(=O)(=O)N(C)CC(=O)N2CCN(Cc3ccccc3)CC2)cc1	-11.2	-9.5	5.3	3.5	-5.3	-1.3	-0.6	-1.7	4.7	17.9

Next part, starting with the last 2 of the part before.
SMILES	PKA-R2B act	RTF Ca sens inh	SR-BI DiI-HDL act	NSD2 inh	SR-BI DiI inh	DAGLB inh	C-LANA FP	Keap1-Nrf2 PPI	PvdQ acylase	Arr AP2 block
CC(C)CC(=O)Nc1cc2c3c(c1)C(C)C(=O)N3CCC2 (configuration not stated)	1.2	-1.0	·	2.1	12.2	-0.1	0.6	2.3	-0.8	46.8
Cc1ccc(S(=O)(=O)N(C)CC(=O)N2CCN(Cc3ccccc3)CC2)cc1	-11.2	-9.5	5.3	3.5	-5.3	-1.3	-0.6	-1.7	4.7	17.9
CN=C(Nc1cc(C)nn1-c1ccccc1)c1ccccc1F	2.1	-2.7	2.8	-3.6	-2.8	-2.8	-0.6	0.2	-4.9	11.5
O=C(NCc1ccncc1)C(=O)NCC1OCCN1S(=O)(=O)c1cc(F)ccc1F (configuration not stated)	3.1	-20.2	-6.2	-0.1	6.2	3.2	-0.3	3.0	-10.0	44.6
CCOC(=O)c1c(C)n(CCO)c2ccc(O)cc12	-0.1	-7.4	26.6	-0.2	-26.6	-1.0	-0.9	-1.0	-11.3	-1.9
COc1ccccc1CNC(=O)c1ccc(OCc2c(C)noc2C)c(OC)c1	1.7	-0.7	-53.6	-0.9	53.6	2.3	1.8	4.4	-13.2	-4.9
Cc1cc(C)nc(NC(=O)c2ccc(Br)cc2)n1	6.3	0.5	9.1	0.1	-9.1	2.4	0.0	1.0	1.1	31.6
CC(C)c1nn2c(=O)cc(COc3cccc(NC(=O)c4ccco4)c3)nc2s1	-2.8	-3.8	-1.7	-6.6	1.7	3.4	-0.2	-0.1	-19.1	-9.1
Cn1c(=O)c2c(nc(N3CCOCC3)n2CCCNC2=NCCC2)n(C)c1=O	-7.0	-4.9	13.8	3.5	-13.8	2.2	1.4	2.3	12.0	3.0
CCN(c1ccccc1)S(=O)(=O)c1ccc(F)cc1C	8.8	-13.8	6.1	-1.9	-6.1	-7.0	0.9	-1.8	-1.8	0.6
COC(=O)c1[nH]c(C)c(/C(O)=C2\C(=O)C(=O)N(CCN3CCOCC3)C2c2cccnc2)c1C (configuration not stated)	0.8	-5.2	16.6	0.7	-16.6	-2.3	0.1	-2.9	-5.8	-0.4
CC(C)(C)OC(=O)N1CCC[C@H]1C(=O)N/N=C/c1ccc2nccnc2c1	-1.7	3.5	19.9	21.4	-19.9	0.5	-1.2	0.6	-8.8	-6.9
O=C(COc1ccccc1)N/N=C/c1ccc2c(c1)OCO2	-4.0	-7.4	17.0	0.6	-17.0	-1.1	1.1	-2.9	11.4	27.2
Cc1ccc(Cn2ccc(NC(=O)c3noc4c3CCc3ccccc3-4)n2)cc1	2.0	-11.0	-7.7	-3.4	7.7	-3.8	1.1	0.8	-8.6	2.2
O=C(CCl)Nc1ccc(-c2ccccc2)cc1	-0.1	-1.4	31.9	11.4	-31.9	2.3	0.4	-8.8	-13.0	-0.2
O=C(NC1CCCC1)C(c1ccsc1)N(C(=O)Cc1cccs1)c1cccc(F)c1 (configuration not stated)	-1.2	-3.9	9.4	3.5	-9.4	-1.1	0.3	1.1	-15.6	7.6
O=C(Nc1ccccc1[N+](=O)[O-])C1COc2ccccc2O1 (configuration not stated)	-5.8	-1.6	13.3	-1.6	-13.3	-19.1	0.3	2.8	20.6	55.8*
N/C(=N\OC(=O)Oc1ccccc1)c1ccc([N+](=O)[O-])cc1	-4.7	-1.2	-27.0	-3.4	27.0	-0.2	-0.1	5.3	-2.0	-3.0
CCCCNS(=O)(=O)/C=C/c1ccccc1	-3.4	-10.0	17.5	-0.2	-17.5	-0.5	0.9	0.3	-1.4	-5.7
COc1ccc(/C=C2\Sc3ccc(C(=O)NCCCN4CCCC4)cc3N(C)C2=O)cc1OC	-1.9	-7.3	-77.8	16.7	77.8*	3.4	-6.3	1.1	11.1	26.1
Cc1ccc(OCCC(=O)OCC(=O)Nc2ccccc2)cc1	-2.1	-5.6	0.2	10.5	-0.2	-1.7	-1.7	-5.9	1.8	0.9
O=C(c1ccco1)N1CCN(Cc2cc(=O)c(OCc3ccc([N+](=O)[O-])cc3)co2)CC1	2.7	-10.3	-11.3	-0.8	11.3	-1.6	-0.4	5.0	-11.3	-18.5
NC(=O)CSc1nnc(COc2ccccc2)n1CCc1ccccc1	21.5*	-7.9	-5.4	-0.5	5.4	-4.0	0.5	-4.2	-2.0	32.0
Cc1coc2c(C)c3oc(=O)c(CCC(=O)NCCN4CCOCC4)c(C)c3cc12	-4.4	-6.0	-28.0	·	28.0	-2.2	-0.8	-5.6	-5.3	16.1
COc1ccccc1-n1c(SCC(=O)N2CCOCC2)nc(O)c(Cc2ccccc2)c1=O	4.2	2.2	35.5	-0.4	-35.5	-6.0	0.0	0.1	6.0	3.9
Cc1cc(Cl)ccc1OC(C)C(=O)Nc1ccc(S(=O)(=O)N2CCOCC2)cc1 (configuration not stated)	-6.1	-7.9	-44.7	-0.7	44.7	-0.4	-0.5	-6.3	-10.2	-10.2
Cc1cc2nccc(-c3ccc(OCCCF)cc3)n2n1	-2.9	-6.4	-23.3	-19.3	23.3	-8.2	-1.2	-0.8	-26.0	3.5
Cc1ccc(OCCSc2nnc(NC(=O)c3ccco3)s2)cc1	-8.5	0.5	23.8	-1.9	-23.8	0.3	-1.4	-6.6	-15.0	3.0
O=C(NCC(=O)N1CCN(c2ccc(C(F)(F)F)cn2)CC1)c1ccc(Br)o1	8.4	-0.3	-1.9	-2.3	1.9	-3.6	1.3	-3.6	-10.0	-6.7
COc1ccc(CN(C(=O)c2ccccc2Br)C2CCS(=O)(=O)C2)cc1 (configuration not stated)	-5.7	-2.4	35.1	·	-35.1	0.7	0.0	-1.7	-5.6	1.3
Cc1cc(-c2csc(NC(=O)c3ccc(=O)[nH]c3)n2)c(C)n1Cc1ccccc1	-0.9	-9.5	·	4.0	·	4.9	-0.9	1.3	-15.4	9.0
CC(C(=O)NCC1CCCCC1)N1CCc2ccccc2C1 (configuration not stated)	-2.4	0.1	-1.4	-5.1	1.4	-3.7	-0.3	-1.9	-2.3	45.3

Bioassay records as filed in PubChem BioAssay.
